Bioassay records deposited in PubChem by several laboratories.
SRC2 inh: inhibition of GAL4-SRC2 driven luciferase reporter, primary screen, SRC2 inhibitor project, cell-based, luminescence | Nuclear receptor coactivator 2 (Homo sapiens), Q15596 | inhibition, % at 9 µM | 370,000 tested, 0.17% active | HEK293 GAL4-SRC2 luciferase reporter | AID 651957, 2012;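 active = inhibition above the mean inhibition of all tested compounds plus 3 SD, set per campaign, cut at about 52% in these data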;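 also: 0% = DMSO treated cells and 100% = cells given Gossypol at 36 µM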
LRH-1 inv ag: LRH-1 (NR5A2) inverse agonists, primary screen, cell-based, luminescence, HEK293T, StAR-luciferase reporter. Nuclear receptor subfamily 5 group A member 2 (Homo sapiens), O00482. LRH-1 transfected, 24 h. inhibition, % at 3.6 µM. 360,000 tested, 0.13% active. AID 602396, 2012;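 active = inhibition above the mean inhibition of all tested compounds plus 3 SD, cut at about 73% in these data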;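 also: 0% = DMSO wells and 100% = reporter-only cells lacking LRH-1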
NR2F2 inh: NR2F2 transcriptional activity inhibitors, primary screen, cell-based, luciferase reporter, HEK293T, luminescence | COUP transcription factor 2 (Homo sapiens), P24468 | HEK293T NGFI-A luciferase reporter | inhibition, % at 8.6 µM | 370,000 tested, 0.7% active;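 active = inhibition above a per-plate cutoff, mean inhibition of test wells between control levels plus 3 SD, cut at about 38% in these data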;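 also: cells cotransfected with COUP-TFII expression vector driving the NGFI-A reporter; 0% = median of COUP-TF2 test wells and 100% = reporter-only cells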
TWEAK-Fn14 inh: inhibitors of TWEAK-Fn14 signaling, primary screen, luciferase reporter cells, uHTS | inhibition, % at 10 µM | TWEAK-stimulated Fn14 reporter cells, luciferase luminescence, 8 h | 360,000 tested, 2% active | AID 1159606, 2016; in the data active = inhibition above about 50%
NOD2-RIPK2 inh: NOD2-RIPK2 binding disruptors in cells, primary screen, fluorescence, CHO cells, BLA complementation; Receptor-interacting serine/threonine-protein kinase 2 (Homo sapiens), O43353; CCF4 ratio; inhibition, % at 4.98 µM; 360,000 tested, 0.38% active; AID 624267, 2012; in the data active = inhibition above about 21%;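 also: 0% = vehicle only and 100% = reference blocker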
TLR9-MyD88 block: inhibitors of TLR9-MyD88 association in cells, primary screen, cell-based, CHO, BLA complementation, fluorescence. Toll-like receptor 9 (Homo sapiens) + Myeloid differentiation primary response protein …. CCF4 FRET ratio. inhibition, % at 4.98 µM. 340,000 tested, 0.21% active;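 active = inhibition above the mean over all tested compounds plus 3 SD, cut at about 21% in these data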;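 also: 0% = DMSO only wells and 100% = clavulanate BLA inhibitor control wells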
ABHD5-PLIN5 inh: ABHD5-PLIN5 interaction inhibitors, primary screen, cell lysate, split luciferase complementation, luminescence; Perilipin-5 (Homo sapiens) + 1-acylglycerol-3-phosphate O-acyltransferase ABHD5 (Homo …; Split G. princeps luciferase complementation, 4 h; inhibition, % at 4 µM; 360,000 tested, 0.78% active;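 active = inhibition above the mean inhibition across every tested compound plus 3 SD, cut at about 22% in these data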;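 also: 0% = DMSO only wells and the 100% control is not disclosed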
Target sequence (Q00G26 whole entry, looked up): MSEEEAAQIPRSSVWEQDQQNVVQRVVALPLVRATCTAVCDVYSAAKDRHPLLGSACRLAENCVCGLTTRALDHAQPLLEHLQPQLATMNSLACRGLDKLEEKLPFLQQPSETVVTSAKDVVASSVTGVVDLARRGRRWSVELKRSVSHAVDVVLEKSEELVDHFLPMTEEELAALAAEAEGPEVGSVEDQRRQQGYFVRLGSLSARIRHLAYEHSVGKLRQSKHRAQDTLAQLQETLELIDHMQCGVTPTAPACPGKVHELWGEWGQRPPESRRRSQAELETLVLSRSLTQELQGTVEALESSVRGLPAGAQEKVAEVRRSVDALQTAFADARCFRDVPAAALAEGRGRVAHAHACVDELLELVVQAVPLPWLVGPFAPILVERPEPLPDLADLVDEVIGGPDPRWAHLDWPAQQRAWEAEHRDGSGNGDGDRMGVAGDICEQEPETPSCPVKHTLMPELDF
Target sequence (Q8WTS1 whole entry, looked up): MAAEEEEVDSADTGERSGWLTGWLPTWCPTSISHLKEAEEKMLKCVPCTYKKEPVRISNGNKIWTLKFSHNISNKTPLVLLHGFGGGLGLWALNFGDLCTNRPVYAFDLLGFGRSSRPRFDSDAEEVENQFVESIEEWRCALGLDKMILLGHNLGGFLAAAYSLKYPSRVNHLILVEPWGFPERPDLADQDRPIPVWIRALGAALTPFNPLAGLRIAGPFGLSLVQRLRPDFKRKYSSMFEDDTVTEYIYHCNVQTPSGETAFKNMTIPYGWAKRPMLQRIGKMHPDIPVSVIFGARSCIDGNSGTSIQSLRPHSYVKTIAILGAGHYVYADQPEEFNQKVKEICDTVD
NCOA1 inh: SRC1 coactivator transcriptional activity inhibitors, primary screen, cell-based, luminescence. 360,000 tested, 0.12% active. inhibition, % at 3.6 µM. AID 588354, 2011. HEK293 GAL4-SRC1 luciferase reporter;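 active = inhibition above the campaign mean plus 3 SD, with each screening campaign given its own cutoff, cut at about 60% in these data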;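 also: 0% = DMSO treated cells and 100% = gossypol at 36 µM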
SRC3 inh: SRC3 coactivator transcriptional activity inhibitors, primary screen, cell-based, luminescence. Nuclear receptor coactivator 3 (Homo sapiens), Q9Y6Q9. HEK293 GAL4-SRC3 luciferase reporter. inhibition, % at 3.6 µM. 360,000 tested, 0.17% active;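 active = inhibition above a per-campaign cutoff, the mean of all compounds plus 3 SD, cut at about 60% in these data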;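 also: 0% = DMSO-treated cells and 100% = gossypol-treated cells at 36 µM; higher means less SRC3-driven luciferase light from the GAL4 reporter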
TROY signal inh: inhibitors of TROY-driven NF-kB signaling, primary screen, Q293 LMP1-TROYcd cells, NF-kB luciferase, uHTS. 360,000 tested, 0.98% active. Q293 LMP1-TROYcd NF-kB luciferase reporter, 4 h. inhibition, % at 10 µM;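 active = compounds whose plate-normalised and pattern-corrected inhibition of the luciferase reporter signal at the single screening dose is 50% or more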
Granule exo inh: LAMP-1 surface exposure blockers, TALL-104 cells – cell-based, flow cytometry, MLPCN library, primary screen; TALL-104 LAMP-1 surface exposure; cells stimulated with thapsigargin and PMA; inhibition, % at 10 µM; 360,000 tested, 0.66% active;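 active = inhibition above about 55%, limit read from the data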
* hit, by the source's call; . = not tested or not shown.

SMILES | SRC2 inh | LRH-1 inv ag | NR2F2 inh | TWEAK-Fn14 inh | NOD2-RIPK2 inh | TLR9-MyD88 block | ABHD5-PLIN5 inh | NCOA1 inh | SRC3 inh | TROY signal inh | Granule exo inh
Cc1ccc(NC(=O)Nc2cccc([N+](=O)[O-])c2)cc1F | -50 | -97 | -16 | 79* | -8 | 12 | -10 | -43 | -35 | 45 | -3
CCC(C)(C)n1nnnc1C(c1ccncc1)N1CCC(Cc2ccccc2)CC1 (stereo unspecified) | 0 | 7 | -16 | -5 | 7 | -16 | 3 | -36 | -12 | 6 | 30
CCCc1nc(SCC(=O)Nc2nnc(SCC)s2)c2c(=O)n(C)c(=O)n(C)c2n1 | -13 | 12 | -1 | 28 | 6 | 7 | 3 | 5 | -5 | 46 | 2
Cc1ccc(Nc2nc3ccccc3n3nnnc23)cc1 | 15 | -17 | 14 | 4 | -3 | 6 | -6 | -80 | -36 | 17 | -9
Cc1cc(=O)oc2cc(OCC(=O)N3CCN(c4ccc(F)cc4)CC3)ccc12 | 5 | 1 | -12 | -32 | 2 | -13 | 4 | 3 | 16 | -4 | -1
Cc1cc(=O)[nH]c(SCC(=O)Nc2cc(S(=O)(=O)N3CCCC3)ccc2Cl)n1 | -12 | 1 | -12 | 6 | 3 | 8 | -7 | 9 | -39 | 4 | -5
C=CCn1c(SCC(=O)Nc2c(C)n(C)n(-c3ccccc3)c2=O)nc2sc(C)c(-c3ccccc3)c2c1=O | 10 | 10 | 20 | 3 | -2 | -6 | 6 | 2 | -6 | 14 | -4
O=c1cc(CSc2nnc(-c3ccco3)o2)c2ccccc2[nH]1 | -12 | -5 | -11 | -1 | -3 | -5 | -3 | -5 | -19 | 5 | -2
COc1ccc(N2C(=O)C3C4C=CC(C4)C3C2=O)nn1 (stereo unspecified) | 0 | 0 | 7 | -4 | 5 | 3 | 0 | -3 | 21 | -7 | 0
CC(=O)c1cccc(NC(=O)c2ccc(S(=O)(=O)N3CC(C)OC(C)C3)cc2)c1 (stereo unspecified) | 12 | 23 | -7 | -5 | -6 | -4 | -1 | -2 | -17 | -1 | -1
O=C(NCCc1ccc2c(c1)OCO2)Oc1ccccc1 | -8 | 11 | 8 | 10 | 7 | . | 4 | . | . | 4 | 5
COCCC(=O)N1CCCC(CNS(=O)(=O)c2ccc(OC)cc2)C1 (stereo unspecified) | -11 | 28 | -17 | -3 | 2 | 10 | -2 | 2 | 12 | 1 | 6
Cn1nc(C(=O)NCCc2ccc3c(c2)OCCO3)c2ccccc2c1=O | -36 | -8 | -15 | 10 | 5 | -8 | -2 | -8 | 9 | -7 | 3
CC1CCC(NC(=O)c2ccc3nc[nH]c3c2)CC1 (stereo unspecified) | -42 | -43 | -44 | -22 | 0 | -4 | -3 | -59 | -25 | -23 | 2
C/C=C/c1ccc(OCC(=O)Nc2ccncc2)c(OC)c1 | -1 | 9 | 37 | -1 | -17 | -12 | 1 | -28 | -19 | 2 | 1
Cc1cc(C)cc(NC(=O)CSc2nc3[nH]ncc3c(=O)[nH]2)c1 | 26 | 19 | 1 | 26 | -16 | -12 | 1 | 5 | 5 | 0 | 2
Cc1cccc(C)c1NC(=O)COc1ccc2c(C)c(Cc3ccccc3)c(=O)oc2c1 | 0 | -4 | 1 | 6 | -11 | -5 | 6 | 9 | 15 | 26 | -1
Cc1cccc(-n2nc3c(c2NC(=O)c2ccco2)CS(=O)C3)c1C (stereo unspecified) | -17 | 12 | 3 | 20 | -6 | 0 | -6 | -9 | -1 | 13 | 1
O=C(NC1CCCCC1)c1cc(F)cc2c1OCOC2 | -7 | 0 | -20 | -9 | -14 | -8 | -5 | -6 | 8 | 10 | -8
CC(NC(=O)C(C)N1c2cccc3cccc(c23)S1(=O)=O)c1ccccc1 (stereo unspecified) | 0 | -7 | 6 | 20 | 4 | -7 | -3 | -1 | -17 | 1 | 82*

The list goes on; it opens with the 5 that closed the last part.
SMILES | SRC2 inh | LRH-1 inv ag | NR2F2 inh | TWEAK-Fn14 inh | NOD2-RIPK2 inh | TLR9-MyD88 block | ABHD5-PLIN5 inh | NCOA1 inh | SRC3 inh | TROY signal inh | Granule exo inh
Cc1cc(C)cc(NC(=O)CSc2nc3[nH]ncc3c(=O)[nH]2)c1 | 26 | 19 | 1 | 26 | -16 | -12 | 1 | 5 | 5 | 0 | 2
Cc1cccc(C)c1NC(=O)COc1ccc2c(C)c(Cc3ccccc3)c(=O)oc2c1 | 0 | -4 | 1 | 6 | -11 | -5 | 6 | 9 | 15 | 26 | -1
Cc1cccc(-n2nc3c(c2NC(=O)c2ccco2)CS(=O)C3)c1C (stereo unspecified) | -17 | 12 | 3 | 20 | -6 | 0 | -6 | -9 | -1 | 13 | 1
O=C(NC1CCCCC1)c1cc(F)cc2c1OCOC2 | -7 | 0 | -20 | -9 | -14 | -8 | -5 | -6 | 8 | 10 | -8
CC(NC(=O)C(C)N1c2cccc3cccc(c23)S1(=O)=O)c1ccccc1 (stereo unspecified) | 0 | -7 | 6 | 20 | 4 | -7 | -3 | -1 | -17 | 1 | 82*
COc1cc2[nH]c(=O)n(CCCC(=O)NC3CCCCC3)c(=O)c2cc1OC | . | 7 | . | 34 | -9 | -5 | 4 | -10 | -2 | -14 | -12
Cc1ccc(OC(=O)c2ccc(N3CCOCC3)c([N+](=O)[O-])c2)cc1 | -29 | 10 | 0 | -14 | -1 | 3 | -6 | -7 | 10 | 9 | 2
O=C(O)c1cccc(NC(=O)c2cccc(NC(=O)C3CCCO3)c2)c1 (stereo unspecified) | -11 | -7 | -9 | 23 | -18 | -2 | 1 | 1 | 5 | -21 | 3
C/C(=N/Nc1ccc([N+](=O)[O-])cc1)c1ccc(C)cc1C | -53 | -37 | -16 | -6 | 21 | 22* | -4 | -53 | -21 | 0 | 8
O=C(CC1SCCNC1=O)NCc1ccccc1 (stereo unspecified) | 3 | -16 | -6 | -9 | -9 | -31 | -8 | 0 | -2 | -1 | 1
CC(=O)Nc1ccc(S(=O)(=O)N(CC(=O)O)Cc2ccccc2)cc1 | -11 | 10 | -6 | -9 | -2 | 0 | 3 | -12 | -16 | 14 | 0
O=C1Oc2ccccc2C(=O)/C1=C/c1ccccc1O | 1 | -12 | 19 | 29 | 1 | 7 | -2 | -6 | 0 | 0 | 0
C=CCN(CC=C)S(=O)(=O)c1ccc(C(=O)Nc2nnc(COC)o2)cc1 | 4 | 22 | 12 | 12 | -7 | 2 | 17 | 12 | 12 | -10 | 9
COc1ccc(C=C2C(=O)OC(C)(C)OC2=O)cc1OC | -33 | 13 | -13 | 3 | -5 | -2 | -4 | 3 | 10 | -1 | -6
CC1(C(=O)NS(=O)(=O)c2cccc(C#N)c2)CCN1C(=O)Cc1cc(F)ccc1F (stereo unspecified) | -3 | -7 | -5 | -19 | 8 | . | -6 | -14 | -28 | 7 | -1
O=C1CSC(=S)N1N=Cc1cccc2ccccc12 | 13 | -23 | 3 | -1 | -10 | 10 | -18 | -14 | -2 | -36 | -1
CN(C(=O)CC1C(=O)NCCN1CC(c1ccccc1)c1ccccc1)C(C1CC1)C1CC1 (stereo unspecified) | -19 | 4 | -19 | 2 | 2 | 1 | 3 | -2 | 13 | -9 | -4
CCOc1ccccc1NS(=O)(=O)c1ccc2c(c1)N(C)CCO2 | -6 | 7 | 5 | 12 | -4 | 4 | -3 | -16 | 19 | -22 | -1
CCOc1cc(C)c(Cl)cc1S(=O)(=O)NCC1CCCO1 (stereo unspecified) | -23 | 4 | 5 | 0 | -5 | -2 | -7 | -6 | 5 | 12 | -3
O=C(O)c1cccn1Cc1ccccc1F | -27 | 5 | -21 | -9 | 0 | -3 | -4 | -20 | 10 | -17 | 1
C[C@@H]1CCCCO[C@H](CN(C)C(=O)Nc2ccc3c(c2)OCO3)[C@@H](C)CN([C@H](C)CO)C(=O)c2cc(NS(=O)(=O)c3ccc(F)cc3)ccc2O1 | 11 | -12 | -5 | -37 | 2 | 6 | -1 | -2 | 10 | -12 | -4
COc1ccc(C(C(=O)NCc2ccccc2)n2c(=O)c(-c3ccco3)nc3ccccc32)cc1 (stereo unspecified) | -16 | 4 | -7 | . | 2 | . | 72* | . | . | . | 0
CCCOc1cccc(C2C(C(=O)c3ccc(C)o3)=C(O)C(=O)N2CCN2CCOCC2)c1 (stereo unspecified) | -8 | 4 | -1 | 11 | -1 | -5 | 0 | -38 | -4 | -16 | -8
COC(=O)c1ccccc1NC(=O)CCNC(=O)Cn1cnc2ccccc2c1=O | 7 | -1 | 4 | 0 | -13 | -2 | 4 | -6 | 17 | -6 | -3
CC(CNC(=O)c1ccc2c(c1)OCO2)c1ccc([N+](=O)[O-])cc1 (stereo unspecified) | 7 | 1 | -3 | -11 | -1 | -4 | -5 | -12 | 7 | -11 | -10
CC1(C)CC(C(CCN(Cc2ccccc2)C(=O)c2ccco2)c2ccc(F)cc2)CCO1 (stereo unspecified) | 28 | -2 | 20 | 32 | 4 | -6 | 2 | 8 | 9 | 22 | 0

Whole records as entered above. Screens in order: SRC2 inh, LRH-1 inv ag, NR2F2 inh, TWEAK-Fn14 inh, NOD2-RIPK2 inh, TLR9-MyD88 block, ABHD5-PLIN5 inh, NCOA1 inh, SRC3 inh, TROY signal inh, Granule exo inh
CC1(C)CC(C(CCN(Cc2ccccc2)C(=O)c2ccco2)c2ccc(F)cc2)CCO1 (stereo unspecified) in the list: 28, -2, 20, 32, 4, -6, 2, 8, 9, 22, 0
CC1(C(=O)NS(=O)(=O)c2cccc(C#N)c2)CCN1C(=O)Cc1cc(F)ccc1F (stereo unspecified) in the list: -3, -7, -5, -19, 8, ., -6, -14, -28, 7, -1

A portion of the library (hit frequency here may not be typical).
